Source: PubChem (several laboratories)
MRP1 act: H69AR viability gain despite doxorubicin, primary screen, MRP-1 activator project, H69AR cells, CellTiter-Glo; viability increase, % at 10 µM; viability rescue; hit rate 0.61% among 140,000; AID 799, 2007;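 active = viability gain under doxorubicin at or above a set limit, the compound median plus 3 SD, cut at about 4.7% in these data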;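 note: MRP-1 overexpressing cells given doxorubicin 25 µM after compound pretreatment; 18-22 h compound pretreatment then 72 h with doxorubicin before readout; 0% = doxorubicin-only wells and 100% = vehicle-treated cells without doxorubicin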
bCat KO growth: primary screen for growth suppressors in beta-catenin knockout HCT116 cells (colon tumor, human). HCT116 beta-catenin knockout viability, CellTiter-Glo, 60 h; stronger effect = lower value. hit rate 1.5% among 140,000. viability, % at 10 µM;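 active = viability at or under a set limit, the compound median less 4 SD, cut at about 6% in these data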;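 note: 0% = Hyamine 1622 control at 20 µM and 100% = untreated cell control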
HCT116 PTEN-null: growth suppression of PTEN-null HCT116, primary screen, cell-based, CellTiter-Glo; viability, % at 10 µM; HCT116 PTEN-null viability, 60 h; stronger effect = lower value; hit rate 1.2% among 140,000;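 active = viability at or below a set limit, 4 SD under the median of all tested compounds, cut at about 3.7% in these data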;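 note: PTEN knockout HCT116 line with beta catenin targeted HCT116 as companion control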
E-sel TNF inh: E-selectin induction blockers in HUVEC – imaging, immunofluorescence, high content, primary screen. HUVEC TNFa-induced E-selectin immunofluorescence. inhibition, % at 2 µM. hit rate 0.71% among 120,000;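 active = inhibition above the batch mean plus 3 SD, and confirmed as a hit on visual image review, cut at about 43% in these data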;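 note: 0% = TNF-stimulated DMSO wells and 100% = unstimulated control wells; not every result past the cut was called active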
Measles CPE: compounds protecting cells from measles virus cytopathic effect, primary screen, measles RdRp inhibitor project, single point, MLSMR library, absorbance. protection (pct of control), % at 4 µM. hit rate 1.5% among 140,000. Measles virus-infected cells, CPE protection; in the data active = protection mostly above about 24%, no sharp cut-off; inactive = mostly below about 26%; note: some compounds called inactive have numbers as strong as hits
GALR2 antag: GALR2 antagonists in receptor-expressing cells, primary screen; hit rate 0.39% among 140,000; AID 828, 2007; antagonist mode; inhibition, % at 4 µM; Galanin receptor type 2 (Homo sapiens), O43603; in the data active = inhibition above about 27%;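 note: cells stimulated with galanin 1-16 at roughly its EC80; 0% = agonist challenge control and 100% = basal control without agonist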
Target sequence (O43603 whole entry, looked up): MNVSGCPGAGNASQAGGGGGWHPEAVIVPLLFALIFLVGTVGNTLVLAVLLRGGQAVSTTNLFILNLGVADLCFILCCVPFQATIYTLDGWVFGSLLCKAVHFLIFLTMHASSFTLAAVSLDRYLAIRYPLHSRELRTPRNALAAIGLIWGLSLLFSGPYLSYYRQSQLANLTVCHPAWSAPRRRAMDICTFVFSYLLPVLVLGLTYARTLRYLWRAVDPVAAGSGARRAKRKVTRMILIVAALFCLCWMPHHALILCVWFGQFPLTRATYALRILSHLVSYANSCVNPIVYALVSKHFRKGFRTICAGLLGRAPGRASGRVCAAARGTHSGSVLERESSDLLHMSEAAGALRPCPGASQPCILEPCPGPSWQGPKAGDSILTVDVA
Yeast lifespan up: compounds extending yeast replicative lifespan, primary screen, S. cerevisiae, OD615; S. cerevisiae growth with nicotinamide; deaD strain in restrictive glucose medium; inhibition of the nicotinamide effect, % at 10 µM; hit rate 0.68% among 130,000; AID 775, 2007;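 active = inhibition above a set limit, placed 3 SD over the median of all compounds, cut at about 26% in these data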;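 note: 0% = nicotinamide-treated wells and 100% = cells grown without nicotinamide; some compounds called inactive have numbers as strong as hits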
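assay system = DeaD-strain S. cerevisiae | buffer or medium = restrictive glucose medium | reagent = 1.5 mM nicotinamide | compound = 10 µM single point, 0.25% DMSO | incubation = 48 h compound exposure at 30 °C, humidified | signal = OD615 measurement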
Phagocyt inh: inhibitors of macrophage phagocytosis, primary screen, imaging, J774A.1 cells, IgG beads | hit rate 0.07% among 110,000 | J774A.1 macrophage IgG-bead phagocytosis | inhibition, % at 5 µM;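 active = inhibition above the mean of the plate negative controls plus 5 SD, cut at about 13% in these data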;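 note: phagocytic index as fraction of beads internalized from green versus red external bead signal; plate controls were DMSO negative control for no effect and cytochalasin-D positive control for full effect; some results beyond the cut were filed as inactive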
Yeast growth inh: growth inhibitors of yeast BB579 in restrictive medium, primary screen, yeast lifespan-shortening project, S. cerevisiae. inhibition, % at 10 µM. hit rate 0.51% among 140,000. OD615, 48 h;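 active = inhibition above a set limit, 3 SD over the mean compound inhibition, cut at about 44% in these data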; note: inactives centre near -24
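System: Saccharomyces cerevisiae DeaD strain BB579, replicative lifespan model yeast. Buffer or medium: restrictive glucose-based CSMM-D medium. Doses: one dose, 10 µM compound with 0.25% DMSO. Timing: 4 h preincubation and 48 h exposure at 30 °C. Detection: turbidity as optical density at 615 nm. Benchmarks: amphotericin B 10 µg/mL, positive.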
NPY Y2 blocker: NPY-Y2 receptor antagonists, primary screen, cell-based; Neuropeptide Y receptor type 2 (Homo sapiens), P49146; NPY-Y2 expressing cells, antagonist mode; inhibition, % at 2.7 µM; hit rate 0.99% among 140,000; AID 793, 2007; in the data active = inhibition above about 17%;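 note: 0% = vehicle with agonist challenge and 100% = reference antagonist with challenge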
Target sequence (P49146 whole entry, looked up): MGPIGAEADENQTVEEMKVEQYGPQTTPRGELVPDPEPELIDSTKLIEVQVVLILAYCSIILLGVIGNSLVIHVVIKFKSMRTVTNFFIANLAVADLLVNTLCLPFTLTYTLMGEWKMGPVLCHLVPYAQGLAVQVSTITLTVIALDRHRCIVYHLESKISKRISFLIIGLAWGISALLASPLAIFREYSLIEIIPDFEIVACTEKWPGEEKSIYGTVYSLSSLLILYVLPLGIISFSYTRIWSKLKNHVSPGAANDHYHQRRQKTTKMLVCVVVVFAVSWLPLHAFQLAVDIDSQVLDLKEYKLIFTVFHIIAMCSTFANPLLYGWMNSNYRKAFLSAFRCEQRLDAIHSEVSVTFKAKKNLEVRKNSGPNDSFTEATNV
Numbers without * were called inactive; . = no result given.

SMILES	MRP1 act	bCat KO growth	HCT116 PTEN-null	E-sel TNF inh	Measles CPE	GALR2 antag	Yeast lifespan up	Phagocyt inh	Yeast growth inh	NPY Y2 blocker
Cn1c(CSCc2ccccc2)n[nH]c1=S	0.4	96	107	-19	5	0	-1	-3	11	11
CN(C)CCCC(C)(O)C(Cc1ccccc1)c1ccccc1 (stereo not given)	-1.4	97	99	9	4	-7	3	0	0	1
COc1cccc(C2=NOC(C(=O)N3CCN(Cc4ccccc4)CC3)C2)c1OC (stereo not given)	-0.7	84	84	19	2	3	-14	0	-10	1
Cc1ccc(S(=O)(=O)NCc2c(-c3ccccc3)c3cc(Cl)ccc3[nH]c2=O)cc1	-1.4	90	108	17	21	1	-1	-6	-8	-2
Cc1ccc(/C=C/C(=O)c2c(C)cc(C)[nH]c2=O)cc1	-6.5	21	18	-28	29	-2	-16	.	-37	0
Cc1cccc(N2CCN(C(=O)Cc3cn(C)c4ccccc34)CC2)c1C	-5.0	29	26	-2	9	5	-9	.	-16	6
O=[N+]([O-])c1ccc(N2CCN(c3ccc(O)cc3)CC2)c(Cl)c1	-2.2	54	56	0	4	-5	-8	-9	-57	-3
O=C(Nc1ccc2c(c1)OCO2)N1CCN(C(=O)C2CCCO2)CC1 (stereo not given)	-3.5	101	92	-6	17	-13	-1	.	-52	2
Cn1c(-c2ccc(F)cc2)cnc1NCc1cccc(F)c1	-0.3	80	80	-4	1	13	4	1	-22	6
COc1cc(C(=O)N2CCC(O)(c3ccccc3)CC2)cc(OC)c1OC	-2.5	86	81	.	35	3	-20	0	-13	-1
COc1ccccc1-c1nnc2sc(-c3cnccn3)nn12	-1.7	98	91	-2	5	5	-4	4	-16	1
CCCOCCOC(=O)c1[nH]c2c(c1C)C(=O)CC(c1cc(OC)ccc1OC)C2 (stereo not given)	-1.9	12	18	-1	1	6	0	.	-48	31*
Cc1ccc(S(=O)(=O)N2CCN(C(C)C(=O)N3CCCc4ccccc43)CC2)cc1 (stereo not given)	-3.9	81	68	5	9	-2	2	.	-31	0
CC(C)CC(C(=O)O)N1C(=O)[C@@H]2[C@H](C1=O)[C@@H]1C[C@H]2C(Br)C1Br (stereo not given in full)	-2.1	86	95	.	12	-11	4	-7	-19	-1
CC(C)C(=O)c1cn(CC(=O)NCC2CCCO2)c2ccccc12 (stereo not given)	-2.0	105	103	23	3	-10	46	0	-21	-2
O=C(NC1CCCCC1)C(c1ccc(F)cc1)N(C(=O)Cc1ccsc1)c1ccc(F)cc1 (stereo not given)	-0.4	102	101	-4	13	-10	-3	.	-23	1
Cc1ccc(Cn2c(=O)n(-c3ccccc3)c(=O)c3ccc(C(=O)NCc4ccco4)cc32)cc1	-0.9	81	73	-4	2	-3	-3	.	-3	1
Cc1ccc(CN(C#N)c2nc(C)cc(C)n2)cc1	-1.1	90	94	-9	5	6	-8	0	-39	4
COc1ccc(C(=O)N[C@H]2COC(C)(C)O[C@H]2c2ccccc2)cc1	-3.8	92	86	.	5	10	12	.	-14	2
c1cc(CSc2nnc(-c3ccc4c(c3)OCO4)o2)ccn1	-2.0	86	89	31	19	-3	-19	0	-1	6
Cc1cccc(N2C(=S)N=C(Nc3c(C)cccc3C)C23CCOC(C)(C)C3)c1 (stereo not given)	-1.5	87	88	-8	4	5	-6	0	-44	5
CCN(C(=O)COc1ncnc2ccc(Br)cc12)C1CCS(=O)(=O)C1 (stereo not given)	0.0	103	99	.	3	17	-7	1	-34	3
CNc1ccc(Br)cc(C(=O)/C=C/c2cc(OC)ccc2OC)c1=O	-7.8	7	12	-2	23	10	.	.	-58	1
N#Cc1nc(COc2ccc(F)cc2)oc1NCCN1CCOCC1	-0.6	95	101	-4	5	-4	-8	-1	-58	5
N#C/C(=C/c1cccc([N+](=O)[O-])c1)c1nnc2n1CCCCC2	-5.2	27	30	.	2	25	15	.	-19	1
Cc1ccc(N(C(=O)Cn2nnc(-c3ccccc3)n2)C(C(=O)NC2CCCCC2)c2ccccn2)cc1C (stereo not given)	-2.8	92	81	5	4	9	2	-9	-32	3
CC(C)Nc1nc(NC(C)C)nc(N(C#N)CCOc2ccc(Cl)cc2Cl)n1	-7.6	65	60	7	2	-5	.	.	-10	1
O=C(c1ccncc1)N(c1ccc2oc3c(c2c1)CCCC3)S(=O)(=O)c1ccc(F)cc1	-2.3	96	99	3	4	0	13	-1	-44	3
Cc1cc(C)nc(N2CCCC(C(=O)NC(C)CCc3ccco3)C2)n1 (stereo not given)	-2.3	116	103	-7	21	-2	4	0	-11	4
Cc1ccc2nc(/C(C#N)=C/c3ccc(-c4cccc([N+](=O)[O-])c4)o3)[nH]c2c1	-2.0	75	80	.	0	-18	2	-8	-14	5
NS(=O)(=O)c1ccc(Nc2nc(-c3ccc4ccccc4c3)cs2)cc1	1.8	99	91	.	33	5	-4	0	-44	-1
COc1ccc(C/C(N)=N/OC(C)=O)cc1OC	0.0	100	104	11	11	8	-1	11	-16	3
Cc1nc2nc[nH]n2c(=O)c1NC(=O)CCc1ccccc1	-1.4	105	95	.	5	17	-17	-1	-17	1
CC1(C)CC(=O)C2=C(C1)N(c1ccc(F)cc1)C(=O)NC2(C(F)(F)F)C(F)(F)F	-2.7	97	99	-13	5	2	-17	.	-26	3
C=CCn1c(Cc2nc3ccccc3[nH]2)n[nH]c1=S	-1.2	95	82	16	14	10	-13	0	-18	0
Cc1ccc(S(=O)(=O)N2CCCC(C(=O)NCc3ccccn3)C2)cc1 (stereo not given)	2.6	100	102	-6	8	-1	-20	0	6	7
CCN(CC)C(=O)C1CCCN(c2ccc([N+](=O)[O-])cc2/C=N/NC(=O)c2cccc(Br)c2)C1 (stereo not given)	-3.0	75	82	-23	11	0	-3	-2	-28	3
O=S(=O)(c1ccccc1C(F)(F)F)N1CCN(S(=O)(=O)c2ccccc2C(F)(F)F)CC1	-1.2	97	89	-10	6	-2	-2	0	-58	5
CC(=O)Nc1ccc(S(=O)(=O)N2CCN(Cc3ccncc3)CC2)cc1	-3.0	94	96	-15	3	1	-3	-1	-18	5
Cc1ccc(-n2nnnc2-c2cnc(N3CCCC3)nc2C(F)(F)F)cc1	-1.6	80	68	-18	6	-8	-9	1	-50	4
O=C1CC(C(=O)Nc2ccc(C(=O)N3CCOCC3)cc2)C2(CCCCC2)O1 (stereo not given)	-0.5	84	89	26	2	-2	-15	-1	-46	1
N#C/C(=N\Nc1ccccc1F)C(=N)N1CCCCC1	8.2*	94	96	-26	15	24	.	.	-17	0
CC(C)(C)NC(=O)C(c1ccco1)N(C(=O)Cn1nnc(-c2ccc(F)cc2)n1)c1ccccc1F (stereo not given)	0.4	64	64	.	17	-7	-2	-1	-45	2
O=c1cc[nH]c2c(C(F)(F)F)cccc12	-1.6	76	80	-28	12	9	-19	5	4	2
CC(=O)OC1(C(F)(F)F)Oc2ccccc2NC1=O (stereo not given)	-1.1	89	96	4	20	0	-22	-1	-39	2
O=C(Nc1nnc(CCS(=O)(=O)c2ccc3ccccc3c2)s1)c1ccc([N+](=O)[O-])cc1	0.1	100	100	.	3	23	5	-2	-28	0
O=c1c2c3nc4ccccc4nc3n(CC3CCCO3)c2ncn1CCc1ccccc1 (stereo not given)	-4.0	96	89	8	19	2	-2	-1	-37	3
O=S(=O)(/N=C(\c1ccccc1)N1CCOCC1)c1cccs1	-1.4	115	101	14	7	6	-23	3	-13	-1

Some of the entries so far, with bars between the fields.
Compound | MRP1 act | bCat KO growth | HCT116 PTEN-null | E-sel TNF inh | Measles CPE | GALR2 antag | Yeast lifespan up | Phagocyt inh | Yeast growth inh | NPY Y2 blocker
O=c1cc[nH]c2c(C(F)(F)F)cccc12 | -1.6 | 76 | 80 | -28 | 12 | 9 | -19 | 5 | 4 | 2
CC(=O)OC1(C(F)(F)F)Oc2ccccc2NC1=O (stereo not given) | -1.1 | 89 | 96 | 4 | 20 | 0 | -22 | -1 | -39 | 2

A draw from above in order of length of the SMILES, ascending:
SMILES	MRP1 act	bCat KO growth	HCT116 PTEN-null	E-sel TNF inh	Measles CPE	GALR2 antag	Yeast lifespan up	Phagocyt inh	Yeast growth inh	NPY Y2 blocker
O=c1cc[nH]c2c(C(F)(F)F)cccc12	-1.6	76	80	-28	12	9	-19	5	4	2
CC(=O)Nc1ccc(S(=O)(=O)N2CCN(Cc3ccncc3)CC2)cc1	-3.0	94	96	-15	3	1	-3	-1	-18	5
O=S(=O)(c1ccccc1C(F)(F)F)N1CCN(S(=O)(=O)c2ccccc2C(F)(F)F)CC1	-1.2	97	89	-10	6	-2	-2	0	-58	5
CC(C)(C)NC(=O)C(c1ccco1)N(C(=O)Cn1nnc(-c2ccc(F)cc2)n1)c1ccccc1F (stereo not given)	0.4	64	64	.	17	-7	-2	-1	-45	2
CCN(CC)C(=O)C1CCCN(c2ccc([N+](=O)[O-])cc2/C=N/NC(=O)c2cccc(Br)c2)C1 (stereo not given)	-3.0	75	82	-23	11	0	-3	-2	-28	3

(continued)
SMILES	MRP1 act	bCat KO growth	HCT116 PTEN-null	E-sel TNF inh	Measles CPE	GALR2 antag	Yeast lifespan up	Phagocyt inh	Yeast growth inh	NPY Y2 blocker
CC(C)N1CCc2[nH]c(=S)[nH]c(=O)c2C1	-0.8	91	98	-19	8	5	4	-4	-13	5
O=c1c2cnn(-c3ccccc3)c2nc(-c2cccs2)n1-c1cccc(Cl)c1	-5.0	109	92	22	4	5	3	1	-41	16
N#Cc1nc(-c2ccccc2Cl)oc1NCC1CCCO1 (stereo not given)	-0.5	82	91	.	13	3	-8	0	-86	1
NS(=O)(=O)c1ccc(CCNC(=O)c2cncc(Br)c2)cc1	-1.3	99	88	.	4	-13	-19	.	-16	3
